Assay outcomes as filed in PubChem.
TEAD-YAP block: TEAD-YAP interaction inhibition, primary screen, TEAD-YAP interaction inhibitor project, luminescence, HEK-TIYL cells | inhibition, % at 9.12 µM | TEAD-Gal4/YAP UAS-luciferase luminescence | 640,000 tested, 1.4% active | AID 1259422, 2018; in the data active means inhibition above about 32%;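 further: 0% = median of test compound wells and 100% = reference inhibitor wells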
MITF inh: MITF inhibitors, primary screen, biochemical, AlphaScreen, human; Microphthalmia-associated transcription factor (Homo sapiens), O75030; AlphaScreen MITF homodimerization, bead proximity signal; inhibition, % at 2.6 µM; 650,000 tested, 0.91% active; in the data active means inhibition above about 50%;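 further: 0% = vehicle wells with protein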
Target sequence (O75030 whole entry, looked up): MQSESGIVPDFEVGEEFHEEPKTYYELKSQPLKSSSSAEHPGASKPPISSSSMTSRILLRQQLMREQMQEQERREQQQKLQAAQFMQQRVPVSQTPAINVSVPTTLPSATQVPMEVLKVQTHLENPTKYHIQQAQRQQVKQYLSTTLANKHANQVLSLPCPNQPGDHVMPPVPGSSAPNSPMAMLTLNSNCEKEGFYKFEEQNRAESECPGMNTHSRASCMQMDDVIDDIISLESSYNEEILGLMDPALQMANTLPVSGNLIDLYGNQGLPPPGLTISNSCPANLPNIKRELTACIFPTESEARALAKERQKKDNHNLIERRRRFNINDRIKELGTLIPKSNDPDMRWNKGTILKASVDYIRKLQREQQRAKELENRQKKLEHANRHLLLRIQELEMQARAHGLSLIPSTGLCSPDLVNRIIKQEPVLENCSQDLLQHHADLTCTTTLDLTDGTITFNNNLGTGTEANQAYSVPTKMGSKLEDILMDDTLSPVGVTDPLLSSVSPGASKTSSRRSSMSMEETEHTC
GPR151 activ: activators of human GPR151, primary screen, cell-based, PathHunter beta-arrestin, luminescence | G-protein coupled receptor 151 (Homo sapiens), Q8TDV0 | PathHunter beta-arrestin GPR151 cells | activation, % at 11.2 µM | 650,000 tested, 1% active | AID 1508602, 2020; in the data active means activation above about 4.9%;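 further: 0% = median of compound wells and 100% = cells with positive control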
Target sequence (Q8TDV0 whole entry, looked up): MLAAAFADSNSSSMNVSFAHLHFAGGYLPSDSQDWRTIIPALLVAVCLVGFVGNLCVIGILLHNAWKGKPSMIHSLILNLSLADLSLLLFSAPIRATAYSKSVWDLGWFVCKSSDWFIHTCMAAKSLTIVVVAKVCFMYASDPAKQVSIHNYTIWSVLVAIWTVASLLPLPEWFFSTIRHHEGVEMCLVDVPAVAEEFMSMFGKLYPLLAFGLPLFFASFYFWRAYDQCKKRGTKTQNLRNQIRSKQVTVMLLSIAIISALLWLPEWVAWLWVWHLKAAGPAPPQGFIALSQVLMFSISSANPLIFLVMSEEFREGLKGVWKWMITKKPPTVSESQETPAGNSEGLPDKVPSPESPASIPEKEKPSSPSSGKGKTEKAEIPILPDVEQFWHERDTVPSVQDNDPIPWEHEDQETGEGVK
FBW7 act: FBW7 E3 ligase activators, primary screen, biochemical, AlphaScreen, human. 650,000 tested, 0.13% active. AlphaScreen FBW7–phospho-cyclin E peptide binding, activator screen. normalized activity (activation), % at 26.1 µM. F-box/WD repeat-containing protein 7 (Homo sapiens), Q969H0; in the data active means normalized activity above about 1.9%;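 further: purified mutant Fbw7 with reduced substrate affinity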
An asterisk follows results filed as active; . = no result given.

SMILES	TEAD-YAP block	MITF inh	GPR151 activ	FBW7 act
COC(=O)c1sc(S(=O)(=O)Nc2cccc(Cl)c2Cl)c(C(=O)OC)c1C	4	-5	0.7	0.1
O=C(Nc1ccccc1C(F)(F)F)c1ccccc1CCc1ccccc1	5	0	-2.0	0.0
Cn1nc(C(=O)NNC(=O)C(=O)NCc2ccco2)c2ccccc2c1=O	-2	0	-1.9	-0.2
CC(C)CNC(=S)N1CCC(NC(=O)C23CC4CC(CC(C4)C2)C3)CC1	10	17	-1.3	1.1
COc1ccc(CN2C[C@@H]3C[C@@H](c4cccc(Cl)c4)N4CCC[C@@]34C2=O)cc1	15	7	1.9	0.5
c1cc2c(cc1Nc1nc(N3CCC(N4CCOCC4)CC3)nc3c1ncn3C1CCCCC1)OCO2	-6	3	-0.8	-0.3
Cc1ccc(-c2cn3nc(N4CCC(C(=O)N5CCc6ccccc65)CC4)sc3n2)cc1	-33	-13	-0.6	0.0
COCC(=O)NC(C)c1nc(-c2cccnc2)n[nH]1 (stereo not given)	5	1	0.5	0.0
C[C@@H](O)[C@@H]1NC(=O)[C@@H]2C[C@H](NCc3ccc(C(C)(C)C)cc3)CN2C1=O	9	3	-0.3	-0.1
Cc1ccc(-c2nc3n(n2)C(c2ccc(O)cc2)C2=C(CC(C)(C)CC2=O)N3)cc1 (stereo not given)	0	2	1.9	0.0
O=S(=O)(c1ccc2ccccc2c1)N1CCC(c2nc(-c3ccncc3)no2)CC1	1	22	-0.5	-1.3
CN(CC1COCCO1)C(=O)C1CC(Cc2cccc(Cl)c2)=NO1 (stereo not given)	-15	14	-0.2	0.1
O=C(c1ccco1)N1CCCc2ccc(NS(=O)(=O)CCc3ccccc3)cc21	7	19	0.0	0.0
CCOc1ccc(/C=C2\C(=O)NC(=S)N(CC)C2=O)c2ccccc12	8	14	-1.8	-0.3
Cc1ccc(NC(=O)c2cc(S(=O)(=O)N3CCN(c4cccc(C)c4C)CC3)ccc2F)cc1	0	-12	1.4	0.1
Cc1ccc(C(=O)NNC(=O)c2ccc([N+](=O)[O-])cc2)cc1[N+](=O)[O-]	0	-1	1.8	0.1
Cc1ccc(NS(=O)(=O)c2c(C)n[nH]c2C)cc1	11	-3	0.0	-0.1
Cc1ccc(S(=O)(=O)NNC(=S)NC(=O)COc2ccccc2)cc1	-6	-2	-1.0	-0.2
C/C(NCCCN1CCOCC1)=C(\C#N)C(=O)NCc1ccccc1	8	5	-0.1	-0.1
O=C(N/N=C/c1cc(Cl)cc([N+](=O)[O-])c1O)c1cc(-c2ccccc2)n[nH]1	3	17	-1.0	-0.3
CC(=O)Nc1nonc1-c1nc2ccccc2n1CCC#N	-3	3	-0.6	0.0
COc1cccc(COc2coc(C(=O)N3CCN(c4ccc(F)cc4)CC3)cc2=O)c1	4	-1	-0.3	-0.2
COc1ccc(-n2nc3c(c2NC(=O)c2ccc(S(=O)(=O)N4CCCCC4)cc2)CSC3)cc1	8	-7	-0.4	-0.1
CCN1CCN(C(c2ccc(F)cc2)c2nnnn2C(C)(C)CC)CC1 (stereo not given)	1	-6	-0.7	0.1
CCn1c2ccccc2c2cc(Nc3ncnc(N)c3[N+](=O)[O-])ccc21	-6	-5	-1.8	0.1
O=C1C(=O)N(CCCN2CCOCC2)C(c2ccc(Br)cc2)/C1=C(/O)c1ccc(S(=O)(=O)N2CCOCC2)cc1 (stereo not given)	-4	-3	1.3	-0.2
O=C(CSc1nc2cc3c(cc2c(=O)n1Cc1ccc(C(=O)N2CCN(c4ccccc4)CC2)cc1)OCO3)NC1CCCCC1	3	2	0.9	0.0
CCN(CC)C(=O)n1nnc2ccccc21	27	18	-0.7	0.2
Cc1ccc(NC(C)C(=O)N/N=C/c2cccnc2)cc1 (stereo not given)	12	-1	3.8	0.1
CCC(=O)Nc1ccc(C2=NNC(=NC)SC2)cc1	-4	18	-1.9	0.5
COc1cccc(CN2CCCC(C(=O)N3CCCCC3)C2)c1 (stereo not given)	9	69*	-0.9	0.1
Cc1ccc(C(=O)Nc2ccccc2C(=O)O)cc1S(=O)(=O)Nc1ccc(Br)cc1	-6	0	0.0	0.0
N#Cc1c(NC(=O)c2ccccc2[N+](=O)[O-])sc2c1CCCCC2	-31	5	3.3	0.0
N#CCCNc1c(Cl)cc(Cl)cc1C(=O)O	1	4	-1.0	0.0
O=C(C1=C(O)/C(=C/c2cccc(O)c2)CCC1)C(F)(F)F	-12	6	0.1	0.0
CCC1CCCCN1C(=O)C1CC(c2ccc(F)cc2)=NO1 (stereo not given)	-16	-7	1.3	0.0
COC(=O)C1=C(C)N(c2ccc(C(C)C)cc2)C(=O)/C1=C\c1sccc1C	3	-15	-0.8	0.1
CC(C)(C)c1ccc(/C=N/NC(=O)c2ccco2)cc1	-31	8	-2.3	0.1
CC(=O)N1c2ccc(S(=O)(=O)N3c4ccccc4CC3C)cc2CC1C (stereo not given)	-5	1	2.8	-0.1
C[C@H]1NC(=O)[C@@H]2C[C@H](NC(=O)c3cccc(Br)c3)CN2C1=O	7	13	-0.1	0.6
O=c1c2cccc3c2c(nn1-c1ccccc1)-c1ccccc1-3	6	0	0.2	0.1
CN1CCN(Cc2ccc(-c3ccc(Cl)cc3)o2)CC1	-16	3	4.6	-0.1
COCCNC(=O)CN1C(=O)CCSc2ccccc21	-5	9	-0.2	-0.1
COc1ccc([N+](=O)[O-])cc1NS(=O)(=O)c1cccc2cccnc12	3	6	-0.6	-0.1
C=CCN(CC(=O)N(C)c1ccccc1)S(=O)(=O)c1ccccc1F	2	4	-0.3	0.1
Cn1c(=O)c2c(nc3[nH]c(-c4ccc(Cl)cc4)cn32)n(C)c1=O	4	8	-0.7	-0.1
CSc1ccc(C(=O)OCc2nnc(-c3ccc([N+](=O)[O-])cc3)o2)cc1[N+](=O)[O-]	3	0	-2.7	-0.2
CCC[C@@H]1NC(=O)[C@H]2CN(Cc3ccccc3Cl)CCN2C1=O	7	5	-2.0	0.2
CCCCC(C(=O)N1CCOCC1)N1C(=O)C2C3c4ccccc4C(c4ccccc43)C2C1=O (stereo not given)	18	6	-0.3	-0.1
COc1cccc([C@@H]2Oc3ccc(OC)cc3[C@H](O)C2O)c1 (stereo not given in full)	.	-6	4.1	-0.1

Following part
SMILES	TEAD-YAP block	MITF inh	GPR151 activ	FBW7 act
c1ccc(N2CCN(Cc3ccc4ccccc4c3)CC2)nc1	1	25	-0.2	-0.1
O=C1CC(c2nc(C3CC3)no2)CN1c1ccc2c(c1)CCC2 (stereo not given)	-13	-4	-0.7	0.3
Brc1cccc(Nc2nc3nonc3nc2N2CCC(Cc3ccccc3)CC2)c1	0	13	-0.3	0.0
COc1ccc(C2CC(c3cccc(Br)c3)Nc3nnnn32)cc1OC (stereo not given)	4	12	-1.7	0.1
O=[N+]([O-])c1ccc2nc(-c3cccc(F)c3)c(-c3cccc(F)c3)nc2c1	-4	-6	1.7	-0.2
O=C(Cn1ccc(=O)[nH]c1=O)NC1CCCCCC1	-3	-9	-0.6	0.1
NNC(=O)CNC(c1ccccc1)c1cc(Br)ccc1NC(=O)c1ccccc1Cl (stereo not given)	7	7	-1.4	0.2
CCOC(=O)CNC(=O)C(=O)c1c(O)[nH]c2ccccc12	1	10	-0.5	0.3
Cc1occc1-c1nn(CC(=O)N2CCc3ccccc32)c(=O)o1	1	-4	0.9	-0.1
COc1ccc(-c2cc(C(F)(F)F)n3ncc(C(=O)Nc4ccc(Cl)cc4Cl)c3n2)cc1OC	-3	15	5.4*	0.2
CCCN1C(=S)NC2c3ccccc3OC1(C)C2C (stereo not given)	-1	11	7.5*	0.0
N/C(=N\OC(=O)c1ccccc1I)c1ccccc1	-41	-18	-0.7	0.2
CC(C)CCN1CCNC(=O)C1CC(=O)NCCN1CCOC1=O (stereo not given)	-13	0	-0.7	-0.1
O=C(Nc1cccc(Cl)c1)C1CCCN(c2nnc(N3CCCC3=O)s2)C1 (stereo not given)	-1	4	-1.3	-0.4
N#CC(C#N)=C(N)/C(C#N)=C/c1ccc(-c2ccc(Cl)cc2)o1	1	3	1.6	-0.3
CC(Nc1cc(N2CCN(C(=O)c3ccccc3)CC2)ccc1[N+](=O)[O-])C12CC3CC(CC(C3)C1)C2 (stereo not given)	0	14	-0.1	-0.2
Cc1ccc(S(=O)(=O)c2nc(-c3ccc(F)cc3)oc2SCC(N)=O)cc1	-11	14	0.5	0.2
COc1ccc(-n2ncc3c(Nc4ccc(F)cc4)ncnc32)cc1	-2	0	3.7	-0.1
CC(NC(=O)c1ccccc1Cl)c1ccc2c(c1)OCCO2 (stereo not given)	13	10	-0.3	-0.1
CC(=O)Nc1cccc(-c2cn[nH]c2-c2ccc(F)cc2)c1	-5	-13	0.5	-0.1
CC(C)OCCCNc1c(-c2ccc(Cl)cc2)c(=O)c1=O	19	-8	3.2	-0.1
CCOC(=O)c1ccc(OCC2c3cc(OC)c(OC)cc3CCN2C(=O)Nc2ccc(Cl)cc2)cc1 (stereo not given)	-15	11	-0.8	0.2
N#C/C(=C\c1c(Oc2ccc(F)cc2)nc2ccccn2c1=O)C(=O)NCc1ccccc1	10	6	-8.0	-0.1
Cc1cc(C)n(-c2ccc(C(=O)O)cc2)n1	0	16	-0.1	0.4
COCCNc1nc(SCC(=O)NCc2ccccc2)nc2ccccc12	2	15	-0.6	0.1
Cc1ccc(/C=C/C(=O)c2ccc(S(=O)(=O)N(C)C)cc2)cc1	0	0	-0.3	-0.1
COc1ccc(N(C(C)C(=O)NCCSc2ccc(Cl)cc2)S(C)(=O)=O)cc1 (stereo not given)	8	6	-0.2	0.0
CCn1c(SCC(N)=O)nc2ccc(Br)cc2c1=O	-2	1	5.4*	0.0
CN1CCN(CCC(=O)N/N=C/c2ccncc2)CC1	8	-6	-0.2	-0.1
O=C(c1ccccc1)N1CCN(C(=O)c2cccc(Cl)c2)CC1	7	-1	-0.1	0.1
COc1ccc(-c2noc(CCC(=O)N3CCN(c4ccc([N+](=O)[O-])cc4)CC3)n2)cc1	1	2	0.7	0.0
COC1CCCN(C(=O)C2CC(Cc3cccc(Cl)c3)=NO2)C1 (stereo not given)	-51	2	0.4	-0.2
Cc1ncc2c(c1CNC(=O)c1ccoc1C)CCN(Cc1cnn(-c3ccccc3)c1)C2	0	-11	-0.4	0.0
COC(=O)c1c(NC(=O)CCCOc2ccccc2C)sc2c1CCC2	6	4	-1.2	0.2
Cn1c(=O)c2c(nc3n(C4CCCCC4)c(-c4ccccc4)cn23)n(C)c1=O	-18	9	-0.4	0.1
CCOC(=O)C1=C(C)NC(=O)NC1c1ccc(C#N)cc1 (stereo not given)	-1	4	0.8	0.1
CCS(=O)(=O)N1CCCc2ccc(NC(=O)COc3ccc(C)cc3)cc21	2	3	0.4	0.1
COc1ccc(NC(=O)C2(N(C(=O)c3ccc(-n4cnnn4)cc3)c3ccc(OC)cc3)CCCCC2)cc1	-2	-8	-1.0	0.2
C=CCn1c(SCC(=O)Nc2cccc([N+](=O)[O-])c2)nnc1-c1cccnc1	2	4	0.6	-0.1
Cc1nc2ccccc2c(=O)n1NC(=O)Cc1ccccc1	2	6	-0.5	0.0
COc1ccccc1-c1nnc2sc(COc3ccccc3Cl)nn12	3	0	1.8	0.2
O=C(CSCc1ccccc1)Nc1cccc(-c2nc3ccccc3[nH]2)c1	-21	3	-1.7	-0.1
COc1cc(OC)c(C(=O)Nc2ccc(Cl)cc2Cl)cc1OC	-4	14	0.2	0.2
CCOc1ccc(-n2c(SC(C)C(=O)OC)nc3c([nH]c4ccccc43)c2=O)cc1 (stereo not given)	0	-6	-0.1	0.1
CCOc1cccc2cc(-c3csc(Nc4ccccc4)n3)c(=O)oc12	-11	0	1.4	-0.1
COc1ccccc1NS(=O)(=O)c1ccc2oc(SCC(=O)NC(N)=O)nc2c1	0	3	4.7	0.0
O=C(OCc1nc2ccccc2s1)c1cc(NS(=O)(=O)c2cccs2)ccc1O	4	16	-0.2	0.6

Taken from above, 12 compounds:
SMILES	TEAD-YAP block	MITF inh	GPR151 activ	FBW7 act
CCOC(=O)C1=C(C)NC(=O)NC1c1ccc(C#N)cc1 (stereo not given)	-1	4	0.8	0.1
CCS(=O)(=O)N1CCCc2ccc(NC(=O)COc3ccc(C)cc3)cc21	2	3	0.4	0.1
COc1ccc(NC(=O)C2(N(C(=O)c3ccc(-n4cnnn4)cc3)c3ccc(OC)cc3)CCCCC2)cc1	-2	-8	-1.0	0.2
C=CCn1c(SCC(=O)Nc2cccc([N+](=O)[O-])c2)nnc1-c1cccnc1	2	4	0.6	-0.1
Cc1nc2ccccc2c(=O)n1NC(=O)Cc1ccccc1	2	6	-0.5	0.0
COc1ccccc1-c1nnc2sc(COc3ccccc3Cl)nn12	3	0	1.8	0.2
O=C(CSCc1ccccc1)Nc1cccc(-c2nc3ccccc3[nH]2)c1	-21	3	-1.7	-0.1
COc1cc(OC)c(C(=O)Nc2ccc(Cl)cc2Cl)cc1OC	-4	14	0.2	0.2
CCOc1ccc(-n2c(SC(C)C(=O)OC)nc3c([nH]c4ccccc43)c2=O)cc1 (stereo not given)	0	-6	-0.1	0.1
CCOc1cccc2cc(-c3csc(Nc4ccccc4)n3)c(=O)oc12	-11	0	1.4	-0.1
COc1ccccc1NS(=O)(=O)c1ccc2oc(SCC(=O)NC(N)=O)nc2c1	0	3	4.7	0.0
O=C(OCc1nc2ccccc2s1)c1cc(NS(=O)(=O)c2cccs2)ccc1O	4	16	-0.2	0.6
